SW480 rereplic: A quantitative high throughput screen for small molecules that induce DNA re-replication in SW480 colon adenocarcinoma cells | SW480 DNA re-replication, Hoechst DNA content imaging, 48 h | Potency, µM (titrated, usually from 46.1 µM), for the others: at the top dose re-replication activation, most hits filed as activators | actives 1.8% (n = 340,000) | AID 624297, 2012; further: potency means the concentration at half of the fitted maximal effect; % of control where 0% means no effect; nearly all actives have a fitted effect of over 55% in size
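First, 250 cells per well were seeded. Next, compound or vehicle (23 nL) was pinned in, plates sat 48 hr at 37 C. Finally Hoechst was added for 40 min before fluorescence scanning.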
HT1080 IDH1KD tx: qHTS for induction of synthetic lethality in tumor cells producing 2HG: qHTS for the HT-1080-IDH1KD cell line | Potency, µM (doses to about 46.1 µM), inactives show top-dose activity, negative = toxicity, most hits filed as cytotoxic | HT-1080 IDH1 knockdown viability, ATP luminescence, 48 h | actives 2% (n = 360,000);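 further: potency means the concentration at half of the fitted maximal effect; 0% = DMSO wells and -100% = cell-free medium wells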
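Luminescent ATP read-out (CellTiter-Glo, 10 min at room temperature) after 48 h compound exposure at 37 °C gave viability of IDH1-knockdown HT-1080 cells. Activity was normalised to DMSO and cell-free wells, then fitted as concentration-response curves.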
KB-V1 cytotox: qHTS assay for MDR1-selective chemotherapeutics: Primary screen using the drug-selected MDR subline cells KB-V1 | KB-V1 MDR cells viability, CellTiter-Glo, 72 h | Potency, µM (doses to about 46.1 µM), inactives show top-dose activity change, negative = cytotoxicity, most hits filed as cytotoxic | actives 3.4% (n = 400,000); further: potency means the concentration at half of the fitted maximal effect; on the % scale 0 is the no-effect control and ±100 the full control effect; nearly all actives have a fitted effect of over 60% in size
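Following 72 h at 37 degrees C with compound, KB-V1 cell viability was read by CellTiter-Glo luminescence, medium being phenol-red-free DMEM plus 10% FBS; concentration-response parameters came from normalized, curve-fitted qHTS data.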
D3 ag: qHTS of D3 Dopamine Receptor Agonist: qHTS | actives 0.58% (n = 410,000) | D3R DiscoveRx beta-arrestin cells, luminescence, 90 min | D(3) dopamine receptor (Homo sapiens), P35462 | max activation, %; in the data active means max activation above about 30%; further: 0% is about no effect; mostly tested at two doses, the higher about 12 µM
Target sequence (P35462 whole entry, looked up): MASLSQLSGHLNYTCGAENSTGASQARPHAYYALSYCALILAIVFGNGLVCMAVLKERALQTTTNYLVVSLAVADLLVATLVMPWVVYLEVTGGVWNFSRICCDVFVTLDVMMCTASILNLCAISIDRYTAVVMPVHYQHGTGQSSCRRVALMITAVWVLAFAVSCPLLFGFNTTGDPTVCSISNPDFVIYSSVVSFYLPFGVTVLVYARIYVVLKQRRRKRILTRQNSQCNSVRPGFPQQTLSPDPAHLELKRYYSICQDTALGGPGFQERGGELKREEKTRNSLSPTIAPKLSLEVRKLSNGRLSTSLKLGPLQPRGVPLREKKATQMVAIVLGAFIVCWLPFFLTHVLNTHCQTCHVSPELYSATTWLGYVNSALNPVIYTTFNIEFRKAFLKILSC
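Cells at 1500/well, incubated overnight, then treated with pinned compounds (dopamine as control) for 90 min at 37 degrees C. DiscoveRx reagent added for 30 - 60 minutes at room temperature; luminescence read.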
IL1B secr inh: qHTS for Inhibitors of Inflammasome Signaling: IL-1-beta AlphaLISA Primary Screen. THP-1 LPS/ATP IL-1B secretion, AlphaLISA, 16 h; stronger effect = lower value. activity change, % at 57.5 µM. actives 4.7% (n = 360,000); in the data active means activity change below about -50%; inconclusive means mostly about -30% to -49%; further: on the % scale 0 is the no-effect control and ±100 the full control effect
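THP-1 cells pretreated 1 hr with compounds (up to 57.5 uM final), then stimulated with LPS (250 ng/mL final) plus ATP (1.25 mM final); secreted IL-1B measured by AlphaLISA after 16 hr, decreased signal indicating inhibition.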
MCF10A rereplic: A quantitative high throughput screen for small molecules that induce DNA re-replication in MCF 10a normal breast cells | MCF 10A DNA re-replication, Hoechst nuclear intensity, 48 h | Potency, µM (titrated, usually from 46.1 µM), inactives show top-dose activity, positive = re-replication, most hits filed as activators | actives 2.9% (n = 350,000); further: potency means the concentration at half of the fitted maximal effect; % of control where 0% means no effect; nearly all actives have a fitted effect of over 50% in size
HT1080NT lethal: qHTS for induction of synthetic lethality in tumor cells producing 2HG: qHTS for the HT-1080-NT fibrosarcoma cell line; HT-1080-NT fibrosarcoma viability, CellTiter-Glo ATP luminescence, 48 h; Potency, µM (highest dose often 46.1 µM), for inactives: at the highest dose activity, negative = less viability, usual class: cytotoxic; actives 1.6% (n = 360,000);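 further: NT is the 2HG producing partner of a matched IDH1 knockdown line; potency means the concentration at half of the fitted maximal effect; 0% = DMSO-treated cells and -100% = media-only wells without cells; nearly all actives have a fitted effect of over 55% in size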
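750 cells/well, RPMI + 5% FBS; 2 h settle, compound pin-transfer, 48 h at 37 degrees C. CellTiter-Glo 10 min RT, luminescence. Normalized to DMSO and media-only wells.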
HEK293 tox: qHTS of GLP-1 Receptor Inverse Agonists: Cytotox Screen; Potency, µM (series often up to 38.3 µM), without a hit: at the top dose activity change, negative = inhibition, usual class: inhibitors; actives 0.13% (n = 410,000); HEK293 cAMP-luciferase reporter cells, luminescence, 24 h;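 further: loss of luciferase light is scored as toxicity; potency means the concentration at half of the fitted maximal effect; on the % scale 0 is the no-effect control and ±100 the full control effect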
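A 23 nL compound transfer followed 12 hours of cell culture at 37 deg C; exposure then lasted 24 hr. Luciferase assay detection reagent was dispensed and plates read for luminescence after a 12 min room-temperature wait.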
KB-3-1 tox: qHTS assay for MDR1-selective chemotherapeutics: Primary screen using the parental adenocarcinoma cell KB-3-1; Potency, µM (titrated, usually from 46.1 µM), inactives show at the highest dose activity change, negative = cytotoxic, hits mostly cytotoxic; AID 1347075, 2019; KB-3-1 viability, CellTiter-Glo ATP luminescence, 72 h; actives 1.4% (n = 400,000); further: potency means the concentration at half of the fitted maximal effect; on the % scale 0 is the no-effect control and ±100 the full control effect; nearly all actives have a fitted effect of over 60% in size
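Cells are dispensed, compounds pinned in, plates held at 37 °C for 72 h, then CellTiter-Glo is added and luminescence read after 10 minutes. Cell line: parental KB-3-1 in phenol-red-free DMEM, 10% FBS.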
The depositor's hits bear a star; ? = inconclusive; nt = not tested or not shown; [ ] = remark or other dose. Unless noted, the call rests on the fitted dose curve; in most records, active means well fitted curve in the direction sought with a large enough effect; inconclusive means small, poorly fitted or top-dose-only effect, or another doubt; inactive means no such curve, though single readings can be large; an effect the other way counts as inactive or inconclusive.

SMILES | SW480 rereplic | HT1080 IDH1KD tx | KB-V1 cytotox | D3 ag | IL1B secr inh | MCF10A rereplic | HT1080NT lethal | HEK293 tox | KB-3-1 tox
O=C1C2ON(c3ccccc3)C(c3cccnc3)C2C(=O)N1c1ccccc1 (configuration not stated) | -7.8% | 12.2% | -2.6% | 6.7 | 1.4 | ? | 10.6% | 0.9% | -4.4%
N#C/C(=C(/O)c1cc2ccccc2o1)c1nc2ccccc2s1 | ? | 6.2% | ? | 8.8 | 0.0 | 8.2µM* | -0.1% | 6.3% | 20.6µM*
CCC(=O)Nc1ccc(C(=O)NNC(=O)c2cc(OC)c(OC)c(OC)c2)cc1 | -3.2% | 20.2% | 1.0% | 2.5 | 0.0 | -2.5% | 8.4% | -2.4% | 1.9%
CCOC(=O)Cn1c(=O)c2c(nc(N3CCOCC3)n2C)n(C)c1=O | -1.1% | 13.9% | 0.0% | 2.4 | 5.1 | -2.3% | 6.5% | -6.5% | 3.1%
CC(C)N(Cc1cnn(C)c1)Cc1nc(-c2ccc(Cl)cc2)no1 | -13.5% | -0.9% | -1.6% | -1.5 | 55.5 | 15.5% | 9.9% | 3.5% | 1.1%
CC(=O)c1ccccc1NC(=O)Cn1c(=O)cnc2ccccc21 | 24.9% | -4.2% | -24.4% | 0.3 | 0.0 | 4.9% | -1.2% | 11.3% | 6.5%
Cc1ccc2[nH]c(-c3cccc(N)c3)cc2c1 | 4.1% | -9.4% | -2.8% | 4.0 | -17.3 | 13.4% | -5.3% | 1.4% | 3.3%
Cn1c(SCc2ccc(Cl)cc2)nnc1C1CC1 | -5.6% | 10.2% | -6.9% | 9.1 | -22.6 | 5.4% | 19.1% | 4.6% | 1.8%
O=C(CCCCCn1c(=S)[nH]c2cc3c(cc2c1=O)OCO3)N1CCN(C2CCCCC2)CC1 | ? | -0.2% | 20.6µM* | -4.5 | -73.7* | ? | -3.9% | -10.3% | 17.4%
Cc1ccc2cc(CN(CC3CCCO3)C(=O)NC3CCCCC3)c(=O)[nH]c2c1C (configuration not stated) | 11.6% | -5.6% | ? | 0.4 | -15.1 | ? | -12.1% | ? | -7.5%
COc1ccc(NC(=O)c2ccc(NC(=O)c3ccco3)cc2)c(OC)c1 | -17.2% | 3.8% | -16.2% | -1.3 | -50.0* | -1.4% | 6.7% | -10.1% | ?
Cc1cc(C(c2ccc(O)cc2)c2cc(C)c(O)cc2C)c(C)cc1O | ? | ? | ? | -7.9 | -81.8* | ? | ? | -17.6% | 0.5%
COc1cccc(-n2nc3c(=O)n(Cc4ccccc4Cl)nc(C)c3c2C)c1 | -6.5% | -1.7% | ? | 0.0 | -6.4 | -1.9% | 0.0% | -3.3% | -17.8%
Cc1c(NC=C(C#N)C#N)c(=O)n(-c2ccccc2)n1C | 13.8% | -10.3% | -2.2% | 12.2 | 12.9 | -1.2% | -15.7% | 2.2% | -0.1%
O=C(Nc1ccc(F)c(Cl)c1)c1cc(-c2ccco2)on1 | -2.8% | 7.4% | 8.9% | -4.4 | -3.7 | -2.6% | -1.4% | 7.1% | -3.6%
Cc1cc(C(=O)O)c2c(=O)n(C)c(=O)n(C)c2n1 | nt | nt | ? | 3.1 | nt | nt | nt | 2.5% | 14.2%
CC1CCCN(S(=O)(=O)c2ccc(C(=O)NC(C)c3ccccc3)cc2)C1 (configuration not stated) | ? | -5.5% | -16.0% | -17.7 | -13.1 | 17.0% | -9.8% | -0.9% | -0.6%
c1ccc2oc(-c3[nH]ncc3CN(Cc3ccncc3)CC3CCCO3)cc2c1 (configuration not stated) | -5.4% | 0.7% | -17.3% | -0.9 | -1.3 | -0.9% | 8.0% | -12.2% | -5.1%
CC(NS(=O)(=O)c1ccc(F)cc1)C(=O)NCc1ccncc1 (configuration not stated) | -5.2% | 14.8% | 0.0% | 4.8 | -2.9 | 1.5% | 11.8% | 7.9% | -0.3%
COc1ccc(S(=O)(=O)N(CCc2ccccc2)CC(=O)NCc2ccc(C)cc2)cc1 | nt | nt | -1.0% | 2.8 | nt | nt | nt | -6.6% | ?
O=c1[nH]c(C2CCN(S(=O)(=O)Cc3ccccc3)CC2)nc2c1nnn2Cc1ccccc1 | -6.6% | 0.0% | -1.5% | -6.7 | -20.1 | 10.5% | -3.2% | 0.9% | 0.4%
COc1ccc(C2(C(=O)N3CCOCC3)CCOCC2)cc1OC | 0.3% | 9.9% | 1.9% | 1.8 | 2.7 | -0.4% | 6.0% | 1.2% | 0.0%
Cc1cccc(NC(=O)C2CCN(S(=O)(=O)c3cccs3)CC2)n1 | -1.3% | -4.9% | 23.1µM* | 3.1 | -8.7 | 2.6% | -15.4% | 2.6% | -29.5%
O=C(COc1ccc(S(=O)(=O)N2CCOCC2)cc1)NCc1ccco1 | -3.3% | 6.3% | nt | 1.9 | 8.3 | 0.1% | -2.1% | -0.4% | nt
Cc1ccc(C(=O)N/N=C/c2cccnc2)cc1Cl | nt | -2.8% | 0.0% | -2.6 | -7.6 | nt | -4.1% | 5.8% | -6.0%

Gathered by group, the compounds so far with a cyano group
SMILES | SW480 rereplic | HT1080 IDH1KD tx | KB-V1 cytotox | D3 ag | IL1B secr inh | MCF10A rereplic | HT1080NT lethal | HEK293 tox | KB-3-1 tox
N#C/C(=C(/O)c1cc2ccccc2o1)c1nc2ccccc2s1 | ? | 6.2% | ? | 8.8 | 0.0 | 8.2µM* | -0.1% | 6.3% | 20.6µM*
Cc1c(NC=C(C#N)C#N)c(=O)n(-c2ccccc2)n1C | 13.8% | -10.3% | -2.2% | 12.2 | 12.9 | -1.2% | -15.7% | 2.2% | -0.1%

(list continues)
SMILES | SW480 rereplic | HT1080 IDH1KD tx | KB-V1 cytotox | D3 ag | IL1B secr inh | MCF10A rereplic | HT1080NT lethal | HEK293 tox | KB-3-1 tox
COC(=O)CSc1nnc(CNc2nc(-c3ccccc3)cs2)n1C | -2.6% | 13.0% | 7.4% | -0.5 | 15.5 | -12.1% | 13.1% | -0.1% | 3.1%
O/N=C/c1ccc2ccccc2c1 | -10.3% | 12.8% | -0.7% | 5.7 | -2.3 | ? | 8.5% | 10.7% | 0.0%
COc1ccc(/C=C2\SC(N3CCCCC3)=NC2=O)cc1OC | -7.1% | -4.9% | -15.3% | -14.1 | -28.3 | 14.8% | -6.4% | 13.7% | -3.9%
CCSc1ccc(/C(N)=N/OC(=O)c2cccs2)cn1 | -3.3% | 10.3% | 14.0% | 1.4 | 0.0 | 0.7% | 2.7% | -5.7% | 7.1%
Cc1ccc2cc(/C=C/C(=O)c3ccco3)c(Cl)nc2c1 | ? | 11.6µM* | ? | -18.7 | nt | 8.2µM* | ? | 18.8% | -5.3%
Cc1ccc(CNC(=O)c2cc3c(s2)-c2c(C)cccc2OC3)cc1 | nt | nt | 4.1% | -6.2 | nt | nt | nt | 1.7% | 0.4%
N/C(=N\NC(=O)c1cccs1)c1cc2cc(Cl)ccc2oc1=O | ? | -0.7% | 0.0% | 5.9 | ? | -2.8% | -3.9% | -12.7% | 1.2%
Cc1nn(CC(=O)OCCOc2ccc(Br)cc2)c(C)c1[N+](=O)[O-] | 12.2% | 1.8% | 0.0% | -4.9 | -1.0 | 3.8% | 14.4% | -4.0% | 1.4%
Cc1oc(-c2ccc(C(=O)NCc3ccc(N(C)C)cc3)cc2)nc1COc1ccccc1 | nt | nt | 23.6% | 7.0 | nt | nt | nt | -9.9% | 0.0%
Oc1ccc(N=Nc2ccc3c(c2)OCCO3)c2ncccc12 | 10.9% | 3.66µM* | ? | -24.1 | 114.8 | ? | ? | 10µM* | -1.1%
Cc1cnc(C(=O)Nc2cc(S(=O)(=O)N3CCOCC3)ccc2N2CCN(C)CC2)cn1 | -5.4% | 1.9% | -31.3% | -2.9 | 0.0 | 2.1% | -9.3% | 66.4%[activator] | 14.1%
O=C(CCc1c[nH]c2ccccc12)NC1CC1 | -2.4%[9.22 µM] | 16.0% | ? | -1.7 | 11.8 | 0.6% | 13.0% | -9.4% | -0.1%
Cc1ccc(NC(=O)CC(=O)NCCN2CCOCC2)cc1 | -3.1% | ? | 21.8% | 0.9 | 12.5 | -5.5% | 20.6% | -2.5% | 4.7%
Cc1cc(C)nc(/N=C(/NC(=O)c2ccccc2)Nc2ccccc2)n1 | -5.0% | 2.6% | -3.9% | -2.7 | 6.7 | ? | 2.1% | 88.6%[activator] | -4.5%
Cc1ccc2[nH]c(C)c(CCNC(=O)c3cc4cc(Br)ccc4oc3=O)c2c1 | nt | nt | 0.4% | -3.9 | nt | nt | nt | -5.5% | 1.8%
CCc1ccccc1NC(=O)Cn1ccn(Cc2ccccc2)c(=O)c1=O | nt | nt | 7.0% | -6.9 | nt | nt | nt | 13.7% | -1.1%
CCOC(=O)N1CCN(C(=O)Nc2cccc3ccccc23)CC1 | 0.5% | 3.2% | -15.9% | -5.5 | -22.1 | 0.8% | 6.2% | 0.5% | 9.2%
Cc1c2cnn(CC(=O)Nc3ccc(F)cc3F)c(=O)c2c(C)n1Cc1cccc(Cl)c1 | nt | nt | -10.1% | 7.1 | nt | nt | nt | -0.3% | -3.9%
Cc1nn(-c2ccccn2)c2c1C(=O)CC(C)(C)C2N=[N+]=[N-] (configuration not stated) | 40.5% | -19.5% | -7.7% | -10.2 | -28.6 | ? | -9.1% | -10.4% | 0.0%
CC(=O)Nc1ccc(NS(=O)(=O)c2c(Cl)cccc2Cl)cc1 | ? | 8.0% | 8.3% | 0.0 | 0.0 | 17.8% | -13.4% | -6.2% | -2.2%
COc1cc(OC)c(OC)cc1/C=N/Nc1ncnc2c1[nH]c1ccccc12 | ? | -7.4% | ? | 2.7 | 28.0 | ? | -0.1% | 1.9% | -12.1%
